Bfl-1 displacement = Bfl-1 inhibitors, primary screen, biochemical, fluorescence polarization, FITC-Bid, mouse (AID 432); displacement, % at 20 µM; hits with a dose series show IC50 in µM; 64,000 tested, 0.02% active; FITC-Bid BH3 peptide fluorescence polarization displacement; higher % means a stronger effect; in the data active = a potency from the dose series; inactive = the rest, 99 in 100 with displacement below about 15%; also: strong numbers were not always called active
LYP phosphatase = inhibition of human PTPN22 tyrosine phosphatase – biochemical, DiFMUP fluorescence, recombinant catalytic domain, 10 µM, primary screen (AID 606); one-dose inhibition, % at 10 µM; IC50 in µM for titrated hits; 52,000 tested, under 10 active; recombinant LYP catalytic domain, DiFMUP fluorescence; higher % means a stronger effect;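 active = IC50 under 40 µM in the dose-response test; inactive = IC50 of 40 µM or more, or never dose-tested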
TNAP inhibition = inhibition of tissue-nonspecific alkaline phosphatase – biochemical, luminescent (AID 518). purified TNAP enzyme, luminescent substrate readout; higher % means a stronger effect. inhibition, % at 20 µM; hits with a dose series show IC50 in µM. 64,000 tested, 0.09% active; in the data active = a potency from the dose series; inactive = the rest, 99 in 100 with inhibition below about 22%;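 also: plate controls were vehicle for no effect and reference inhibitor for full effect; many of its hits are not listed in these tables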
HT1080 cytotoxicity = cytotoxicity in HT1080 fibrosarcoma cells, cell-based, fluorescence readout (AID 620). one-dose cytotoxicity, % at 10 µM; EC50 in µM for titrated hits. HT1080 viability, fluorescence; higher % means a stronger effect. 87,000 tested, 0.42% active;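 also: cells exposed to compound overnight then 4 h with Alamar Blue; 0% = vehicle DMSO and 100% = killing control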
HPDE-C7 cytotoxicity = HPDE-C7 pancreatic duct cell viability loss – fluorescence, HTS (AID 430); HPDE-C7 pancreatic duct cells viability, fluorescence; higher % means a stronger effect; cytotoxicity, % at 10 µM; hits with a dose series show EC50 in µM; 63,000 tested, 1.8% active;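 also: cells exposed to compound for 48 hours before viability readout; 0% = vehicle and 100% = reference cytotoxic drug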
Spn MK inh = inhibitors of Streptococcus pneumoniae mevalonate kinase; purified MK, PK/LDH-coupled NADH absorbance 340 nm; 65,000 tested, 0.48% active; AID 555; inhibition, % at 10 µM;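 active = ranked among the strongest by inhibition in the single 10 µM screen, a fixed top-ranked set picked for dose follow-up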; also: no value below 0 was filed
Spn DPM-DC inh = blocks S. pneumoniae diphosphomevalonate decarboxylase. purified DPM-DC, PK/LDH coupled NADH fluorescence. calls only at 10 µM. 65,000 tested, 0.49% active. AID 556;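 active = the 320 compounds with the highest percent inhibition in the single-dose primary screen, excluding strongly autofluorescent ones, cut at about 32% in these data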;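 also: kinetic rate of NADH fluorescence loss reporting ADP formed by the decarboxylase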
PMK inhibit = blocks S. pneumoniae phosphomevalonate kinase | purified PMK, PK/LDH-coupled NADH absorbance 340 nm | AID 539 | 65,000 tested, 0.49% active | inhibition, % at 10 µM;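 active = top-ranked compounds by inhibition in the single 10 µM screen, taking a fixed number of the strongest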;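 also: 0% = full reaction with DMSO carrier and 100% = background rate without enzyme reaction; no value below 0 was filed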
HPDE-C7K KRASV12 = viability loss of HPDE-C7K cells – cell-based, fluorescence, HTS, primary screen (AID 431); HPDE-C7K KRASV12 cells, Alamar Blue viability, 48 h; higher % means a stronger effect; 63,000 tested, 1.7% active; cytotoxicity, % at 10 µM, or EC50 in µM where a hit was titrated;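 active = compounds whose percent cytotoxicity in the single-dose primary screen, scaled between solvent and toxic-drug controls, exceeds 50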;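 also: 0% = DMSO solvent wells and 100% = doxorubicin-treated wells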
PMK inhibit pilot replicates = also measured in PMK inhibit; calls as there; inhibition, %; measured here: pilot screen replicates
Spn MK inh pilot replicates = also measured in Spn MK inh; calls as there; inhibition, %; measured here: pilot screen replicates
Spn DPM-DC inh pilot screen % = second read-out of Spn DPM-DC inh, no call of its own (marks repeat the call); inhibition, %; measured here: pilot screen trials
* = called active by the depositor; i = inactive; · = no result given. Rule as the data show it, unless noted: active = cytotoxicity above about 50%; inactive = the rest. Only part of the results is shown (hit frequency here may not be typical).

SMILES	Bfl-1 displacement	LYP phosphatase	TNAP inhibition	HT1080 cytotoxicity	HPDE-C7 cytotoxicity	Spn MK inh	Spn DPM-DC inh	PMK inhibit	HPDE-C7K KRASV12	others
COc1cc(/C=N/n2cnnc2)ccc1OC(=O)N(C)C	1%	-1%	1%	-2%	-12%	10	i	6	-10%	PMK inhibit pilot replicates=0.0;Spn MK inh pilot replicates=0.0;Spn DPM-DC inh pilot screen %=0.0
Cc1ccc(Cl)cc1-n1c(O)c(C=NCCCN2CCOCC2)c(=O)[nH]c1=O	-2%	18%	7%	-19%	-2%	5	i	0	12%
CCCCCn1c(=O)c(C(=O)NCc2ccccn2)c(O)c2ccccc21	-2%	7%	6%	-4%	3%	15	i	8	8%
O=c1[nH]c2ccccc2c(=O)n1-c1cccc(Cl)c1	0%	8%	1%	8%	-16%	10	i	0	-18%
O=c1[nH]c(=O)n(Cc2ccc(F)cc2)c(O)c1C=NCC1CCCO1 (configuration not stated)	0%	-8%	14%	-7%	-7%	7	i	11	-2%
Cc1cc(C)n(CCOC(=O)C2C(C=C(Cl)Cl)C2(C)C)n1 (configuration not stated)	-9%	·	4%	-17%	7%	2	i	6	5%
O=C(c1ccccc1)c1cn(CC(=O)N2CCCC2)c2ccccc12	-7%	9%	3%	3%	2%	2	i	4	6%
CCC(=NCCCN(CC)CC)c1c(O)n(C2CCCCC2)c(=O)[nH]c1=O	-5%	·	-2%	-6%	-6%	7	i	11	5%
CCCCCCN=C(C)c1c(O)n(CCCC)c(=O)[nH]c1=O	-6%	·	10%	32%	5%	0	i	8	-4%
O=C(Nc1cccc(Cl)c1)c1c(O)c2c(n(Cc3ccco3)c1=O)CCCC2	-5%	4%	6%	1%	4%	6	i	11	10%
CC12CC(c3ccccc3O1)C(C(=O)OCc1ccccc1)C(=O)N2 (configuration not stated)	·	1%	·	11%	·	13	i	6	·
Cc1ccc(CN2CCN(CC(=O)N3CCC4(CC3)OCCO4)C2=O)cc1	-2%	6%	-8%	·	-18%	2	i	0	-24%
CC1(C)Cc2c(sc3c2C(=O)NC(c2cccnc2)N3)CO1 (configuration not stated)	-4%	2%	25%	·	-2%	7	i	0	1%	PMK inhibit pilot replicates=4.5;Spn MK inh pilot replicates=0.0;Spn DPM-DC inh pilot screen %=0.5
O=c1[nH]c(=O)n(C2CCCCCC2)c(O)c1C=NC1CCN(Cc2ccccc2)CC1	6%	11%	10%	-5%	22%	9	i	7	7%
COc1ccc(OCC(=O)N2CCN(CC3CC4C=CC3C4)CC2)cc1 (configuration not stated)	-7%	·	10%	0%	9%	15	i	0	10%
CC1(C)C(C(=O)NCc2ccco2)C1(C)C	3%	-6%	5%	-5%	-22%	0	i	7	-35%
O=C(CCC(=O)N1CCC2(CC1)OCCO2)Nc1nnc(C(F)(F)F)s1	-4%	11%	10%	-4%	-9%	7	i	0	46%
O=P(C(c1ccc2c(c1)OCO2)N1CCOCC1)(N1CCOCC1)N1CCOCC1 (configuration not stated)	0%	6%	3%	-6%	-5%	0	i	10	-15%
CC(=NCCO)c1c(O)n(C)c(=O)n(C)c1=O	-2%	6%	10%	0%	-2%	0	i	0	13%
O=C1CN=C(c2ccccc2)c2oc3ccc(Br)cc3c2N1	4%	·	11%	8%	-10%	4	i	15	-16%
NC(=O)C1(N2CCCCC2)CCN(Cc2ccccc2)CC1	-9%	10%	3%	3%	-9%	4	i	0	-18%
C=CP(=O)(O)c1ccccc1	-4%	·	2%	-13%	12%	9	i	0	11%
CCN1CCN(c2ncnc3ccc(Br)cc23)CC1	3%	7%	7%	-4%	-14%	19	i	0	-9%	PMK inhibit pilot replicates=0.0;Spn MK inh pilot replicates=0.0;Spn DPM-DC inh pilot screen %=2.0
CC(=NCCO)c1c(O)n(C2CCCCC2)c(=O)[nH]c1=O	-3%	-8%	12%	-1%	-1%	13	i	10	-1%
C=CCn1c(O)c(C(C)=Nc2ccc(NC(C)=O)cc2)c(=O)[nH]c1=O	-5%	-22%	6%	-2%	8%	2	i	0	9%
CC1(c2ccccc2)NCCN2C(=O)CSC21 (configuration not stated)	-16%	-9%	13%	4%	2%	3	i	1	-3%
CCCOc1ccccc1C1SCC(=O)Nc2c1c(=O)[nH]n2C(C)CCC (configuration not stated)	-13%	0%	1%	6%	1%	6	i	0	5%
C=CCn1c(O)c(C(C)=NCCCO)c(=O)[nH]c1=O	-3%	7%	20%	2%	11%	0	i	10	8%	PMK inhibit pilot replicates=1.5;Spn MK inh pilot replicates=0.0;Spn DPM-DC inh pilot screen %=1.0
O=C(CN1C(=O)CN=C(c2ccccc2)c2ccccc21)NCc1ccco1	5%	15%	16%	25%	-5%	0	i	13	6%	PMK inhibit pilot replicates=2.5;Spn MK inh pilot replicates=0.0;Spn DPM-DC inh pilot screen %=1.0
Cc1ccc2c(c1)CC1(CN2C)C(=O)NC(=O)N(c2ccc(C)c(C)c2)C1=O (configuration not stated)	-4%	7%	8%	-26%	-9%	1	i	0	4%
CN1C(=O)C(C2c3ccccc3C(=O)N2Cc2ccccc2)C(=O)N(C)C1=O (configuration not stated)	-5%	2%	4%	21%	-7%	4	i	17	-8%
CN=C(SCc1cc2c(cc1Cl)OCO2)c1c(O)n(C)c(=O)n(C)c1=O	-18%	·	5%	-3%	-25%	9	i	12	-13%
CCCCn1c(O)c(C(C)=NCCCN(CC)CC)c(=O)[nH]c1=O	-8%	-6%	3%	-4%	-20%	2	i	13	-13%
CN(C)c1ccc(P(=S)(N(C)C)N(C)C)cc1	3%	15%	3%	2%	-2%	5	i	0	-2%
OC1(CN2CCOCC2)C2CC3CC(C2)CC1C3 (configuration not stated)	-3%	·	7%	-20%	-2%	7	i	11	-5%
CC(=O)c1ccccc1NC(=O)C1C2CCC(O2)C1C(=O)O (configuration not stated)	-5%	2%	8%	14%	-9%	11	i	6	-6%
O=C1C2CCCN2C(c2ccc(Cl)c(Cl)c2)N1c1ccccn1 (configuration not stated)	3%	·	20%	2%	2%	0	i	14	-2%	PMK inhibit pilot replicates=0.5;Spn MK inh pilot replicates=0.0;Spn DPM-DC inh pilot screen %=1.0
CCOC(=O)c1c(C)n(CCOC)c2ccc(O)cc12	0%	1%	15%	-1%	10%	0	i	2	1%
Cc1ccc(N2C(=O)NC(=O)C3(Cc4ccccc4N4CCN(c5ccccc5)CC43)C2=O)cc1 (configuration not stated)	-3%	14%	10%	19%	35%	9	i	11	33%
Cc1cc(C)n2nc(C)[n+](C)c2n1	5%	12%	1%	-4%	2%	0	i	10	0%

2 successive records already listed:
SMILES	Bfl-1 displacement	LYP phosphatase	TNAP inhibition	HT1080 cytotoxicity	HPDE-C7 cytotoxicity	Spn MK inh	Spn DPM-DC inh	PMK inhibit	HPDE-C7K KRASV12	others
COc1cc(/C=N/n2cnnc2)ccc1OC(=O)N(C)C	1%	-1%	1%	-2%	-12%	10	i	6	-10%	PMK inhibit pilot replicates=0.0;Spn MK inh pilot replicates=0.0;Spn DPM-DC inh pilot screen %=0.0
Cc1ccc(Cl)cc1-n1c(O)c(C=NCCCN2CCOCC2)c(=O)[nH]c1=O	-2%	18%	7%	-19%	-2%	5	i	0	12%

Continuation.
SMILES	Bfl-1 displacement	LYP phosphatase	TNAP inhibition	HT1080 cytotoxicity	HPDE-C7 cytotoxicity	Spn MK inh	Spn DPM-DC inh	PMK inhibit	HPDE-C7K KRASV12	others
O=c1[nH]c(=O)n(CCC2=CCCCC2)c(O)c1C=NCCCn1ccnc1	11%	-2%	2%	8%	-31%	2	i	7	-7%
CCN(CC)CCCN=C(C)c1c(O)n(C2CCCCC2)c(=O)[nH]c1=O	-4%	·	10%	-10%	-5%	5	i	11	-5%
CCCNc1oc(-c2cccc3ccccc23)nc1C#N	3%	16%	6%	-4%	6%	7	·	5	2%
O=C(O)Cn1cc(C(=O)c2ccccc2)c2ccccc21	-4%	·	6%	7%	-1%	4	i	6	-10%	PMK inhibit pilot replicates=0.5;Spn MK inh pilot replicates=0.0;Spn DPM-DC inh pilot screen %=1.5
O=C(c1cc2c(s1)CCCCCC2)N1CCC2(CC1)OCCO2	2%	4%	-2%	-1%	1%	8	i	2	-20%
CCOc1c(P(=S)(N(C)C)N(C)C)c(C)nn1-c1ccccc1	-2%	5%	9%	-10%	-7%	0	i	14	-13%	PMK inhibit pilot replicates=0.0;Spn MK inh pilot replicates=0.0;Spn DPM-DC inh pilot screen %=0.0
CCn1c(C(=O)N2CCC(C(=O)N3CCC4(CC3)OCCO4)CC2)cc2sccc21	3%	6%	1%	11%	-3%	6	i	12	-1%
COCCOC(=O)C1=C(N)Oc2c(c(=O)oc3ccccc23)[C@@]12C(=O)Nc1ccccc12	10%	7%	8%	-15%	-12%	8	i	0	-2%
C=Cn1ccnc1P(=S)(c1ccn(C)c1)c1nccn1C=C	-10%	·	7%	10%	8%	4	i	8	13%
CCOC(=O)N(C)c1ccc(C(O)(C(=O)OCC)C(F)(F)F)cc1 (configuration not stated)	10%	-4%	9%	-5%	-3%	14	i	2	-18%
Cc1cc(N2C(=O)CC(N3CCC(n4c(=O)[nH]c5ccccc54)CC3)C2=O)no1 (configuration not stated)	-4%	3%	2%	-4%	2%	5	i	9	10%
CC(=O)OC1(c2ccc(C)cc2)CN2CCC1c1ccccc12 (configuration not stated)	-4%	-7%	11%	4%	-12%	7	i	7	1%
COc1ccc(N=C(C)c2c(O)n(C3CCCCC3)c(=O)[nH]c2=O)c(OC)c1	-11%	·	10%	-4%	33%	11	i	7	19%
CCCCn1c(N)c(C(=O)OCC2CCCO2)c2nc3ccccc3nc21 (configuration not stated)	-3%	-10%	8%	22%	28%	0	·	13	34%
Cc1c(C(=O)N2CCC3(CC2)OCCO3)oc2ccc(S(=O)(=O)N3CCOCC3)cc12	2%	·	10%	·	2%	5	i	0	-2%
CCN1c2nc3c(C)cccn3c(=O)c2CC2(C(=O)N(C)C(=O)N(C)C2=O)C1C (configuration not stated)	-15%	0%	19%	2%	9%	0	i	0	10%	PMK inhibit pilot replicates=5.5;Spn MK inh pilot replicates=5.5;Spn DPM-DC inh pilot screen %=7.0
CC(=O)Nc1ccc(OC(=O)c2ccccc2N)cc1	2%	1%	22%	-6%	7%	6	·	0	13%	PMK inhibit pilot replicates=2.0;Spn MK inh pilot replicates=1.5
CCOCCCNC(=O)CN1C2CCC1CC(O)(c1ccc(OC)cc1)C2 (configuration not stated)	-5%	3%	3%	-6%	3%	4	i	9	2%
COc1ccccc1-n1c(-c2ccoc2)nc2ccccc2c1=O	-4%	-21%	14%	7%	-6%	13	i	4	4%
CCCCc1ccc2[nH]cc(CCN)c2c1	5%	·	13%	15%	62%*	5	i	0	90%*
CCOC(=O)CNC(=O)CSP(=S)(OCC)OCC	0%	·	5%	0%	-12%	10	i	7	-16%
CCCOC(=O)COc1cc(C)cc2oc(=O)c3c(c12)CCC3	-6%	·	4%	-7%	10%	5	·	6	9%
COc1ccccc1N1CCN(Cc2c(F)cccc2F)CC1	2%	3%	5%	-5%	-3%	2	i	6	-6%	PMK inhibit pilot replicates=1.5;Spn MK inh pilot replicates=2.5;Spn DPM-DC inh pilot screen %=0.5
CC12CCC(=O)C=C1CCC1C2CCC2(C)C(O)CCC12 (configuration not stated)	-1%	10%	4%	-5%	-12%	1	i	10	-29%

Screens: PubChem BioAssay, several laboratories
